High-throughput results from PubChem.
UTI89 phage lysis – inhibition of K1F phage lysis, E. coli UTI89, bacterial capsule biogenesis inhibitors, alamar blue (AID 488966). E. coli UTI89 K1F phage lysis, alamar blue, 2 h; higher % means a stronger effect. inhibition, % at 100 µM; hits with a dose series show IC50 in µM. 340,000 tested, 0.02% active;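 active = phage lysis inhibition, versus mean bacterial control, above a set limit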;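 also: capsule biogenesis inhibitors block K1F phage lysis so surviving cells raise fluorescence; higher fluorescence means more inhibition of phage lysis; actives were called in the ten point dose series up to 300 µM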
* = called active by the depositor; [ ] = another dose, or the depositor's remark. Only part of the results is shown; rates above refer to the full screens.

The opening two compounds, to show the layout:
For O=C(CSc1nnc2ccccn12)NC(=O)c1ccccc1 the results were UTI89 phage lysis 0.4%[50 µM].
`Cc1cccc(NC(=O)c2cnn(-c3ccccc3)c2C)c1C` gave UTI89 phage lysis 3.3%.

Results, previewed entries included:
For O=C(CSc1nnc2ccccn12)NC(=O)c1ccccc1 the results were UTI89 phage lysis 0.4%[50 µM].
`Cc1cccc(NC(=O)c2cnn(-c3ccccc3)c2C)c1C` gave UTI89 phage lysis 3.3%.
CCC1c2ccccc2C(=O)C1C(N)=O (stereo not given) was read as UTI89 phage lysis 0.1%.
For COc1ccc(N(CC(=O)NC2CCCCC2)C(=O)CNC(=O)c2cccs2)cc1OC the results were UTI89 phage lysis 0.0%.
For Cc1ccccc1N1CCN(C2CCCN(C(=O)c3cc(CC(C)C)nn3C)C2)CC1 (stereo not given) the results were UTI89 phage lysis 0.2%.
For Cc1ccc(-c2nnc(-c3ccc4ccccc4c3)o2)cc1 the results were UTI89 phage lysis -1.4%.
`CC(C)N(C(=O)[C@H]1C[C@H](CC(=O)NCC23CC4CC(CC(C4)C2)C3)C(=O)N2CCc3c([nH]c4ccc(Cl)cc34)[C@]12C)C(C)C` gave UTI89 phage lysis 0.2%.
Screening CC(NC(=O)COC(=O)C1CC1C)c1cccc(Cl)c1 (stereo not given) returned UTI89 phage lysis 0.2%[50 µM].
`CN(c1ccccc1)S(=O)(=O)c1cccc(NC(=O)CN2C(=O)NC3(CCCC3)C2=O)c1` gave UTI89 phage lysis -0.3%[50 µM].
Screening CCCCn1nc(NC(=O)COC)c2cc3ccc(C)cc3nc21 returned UTI89 phage lysis 0.0%.
For CCCCCN(C(=O)CCC(=O)OCc1cccc(Cl)c1)c1c(N)n(CCCC)c(=O)[nH]c1=O the results were UTI89 phage lysis 1.4%[50 µM].
Screening CNC(=O)/C(C#N)=C/c1ccc(OCCOc2ccccc2)cc1 returned UTI89 phage lysis -0.9%.
Screening COc1cccc(CNC(=O)CCS(=O)(=O)c2ccc3c(c2)NC(=O)C(C)S3)c1 (stereo not given) returned UTI89 phage lysis -0.2%.
For CC1CCCCC1NS(=O)(=O)c1ccc2c(c1)CCC(=O)N2 (stereo not given) the results were UTI89 phage lysis 0.6%[50 µM].
Screening CCc1nccn1CCC(=O)N1CCCC(N2CCN(c3ccccc3F)CC2)C1 (stereo not given) returned UTI89 phage lysis 1.4%[50 µM].
Screening CCCOC1CCCN(C(=O)c2cc(COc3ccc(F)c(F)c3)on2)C1 (stereo not given) returned UTI89 phage lysis 0.1%.
Screening CCOc1ccc(S(=O)(=O)N2CCCCC2)cc1NC(=O)C1COc2ccccc2O1 (stereo not given) returned UTI89 phage lysis 0.0%.
COC(=O)C[C@H](NC(=O)Cn1cnc2c(SC)nc(N)nc21)C(=O)OC was read as UTI89 phage lysis 0.2%.
`Cc1cc2c(cn1)C(CCC#N)(CCC#N)c1ccccc1-2` gave UTI89 phage lysis 0.1%.
`Cc1noc(C)c1CSCC(=O)OCc1nnc(-c2ccc([N+](=O)[O-])cc2)o1` gave UTI89 phage lysis 0.1%[50 µM].
`COc1cc(CC(=O)N2CCN(S(=O)(=O)c3ccc(C)cc3)CC2)cc(OC)c1OC` gave UTI89 phage lysis 0.7%[50 µM].
COc1ccccc1NS(=O)(=O)c1cc(C(=O)NCC(c2ccco2)N(C)C)ccc1C (stereo not given) was read as UTI89 phage lysis 0.8%[50 µM].
`O=C(NC(=S)N1CCCCC1c1cccnc1)c1ccc(F)cc1` (stereo not given) gave UTI89 phage lysis 0.2%.
Screening CN(CC(=O)Nc1ccccc1Cl)C(=O)c1ccc(N2CCCCCC2)c([N+](=O)[O-])c1 returned UTI89 phage lysis -0.2%[50 µM].
For Fc1cccc(CCN2CCNC[C@H]2Cc2cccc3ccccc23)c1 the results were UTI89 phage lysis 8.8%.
O=C1CC(=O)Nc2cc(S(=O)(=O)NCc3cccs3)ccc2N1 was read as UTI89 phage lysis 0.5%.
Screening CC(=O)c1cccc(OCC(=O)N(CCC2=CCCCC2)c2c(N)n(Cc3ccccc3)c(=O)[nH]c2=O)c1 returned UTI89 phage lysis 0.9%[50 µM].
For CCC(=O)c1ccc(OCC(=O)OC(C)C(=O)N2CCc3ccccc32)cc1 (stereo not given) the results were UTI89 phage lysis 1.1%[50 µM].
`C=C1CC[C@@H]2[C@](C)(CO)[C@H](O)CC[C@@]2(C)[C@@H]1/C=C/C1=CCOC1=O` gave UTI89 phage lysis 0.1%.
Screening CC1c2[nH]c3ccccc3c2C[C@H]2C(=O)N(CCCO)CC(=O)N12 (stereo not given in full) returned UTI89 phage lysis 0.1%.
`O=C(CSc1ccccc1)N1CCCC(N2CCN(c3ccccc3)CC2)C1` (stereo not given) gave UTI89 phage lysis 0.3%.
For CN(C(=O)COC(=O)/C=C/c1ccc(Cl)c(Cl)c1)c1c(N)n(Cc2ccccc2)c(=O)[nH]c1=O the results were UTI89 phage lysis 1.6%[50 µM].
COc1ccc(/C=N/N2CCN(c3ccccc3)CC2)cc1Br was read as UTI89 phage lysis -0.1%.
Screening COCCCC1CCN(C(=O)C2CCC(=O)N(Cc3cccc(F)c3)C2)CC1 (stereo not given) returned UTI89 phage lysis 2.6%.
Screening COCc1cc(=O)n2[nH]cc(-c3ccsc3)c2n1 returned UTI89 phage lysis 0.0%.
Screening O=C(COC(=O)c1cccc(Cl)c1)Nc1cc(S(=O)(=O)N2CCOCC2)ccc1N1CCOCC1 returned UTI89 phage lysis -0.3%[50 µM].
Screening Cc1nc(SCc2nc3ccc(F)cc3[nH]2)c2oc3ccccc3c2n1 returned UTI89 phage lysis 5.8%.
Screening COc1ccc(-c2sc3ccccc3c2C#CC2(O)CCCCC2)cc1 returned UTI89 phage lysis -0.7%.
`O=C(CSc1ncccn1)NCCC1=CCCCC1` gave UTI89 phage lysis 1.3%[50 µM].
`NS(=O)(=O)c1ccc(CCNC(=O)C2CCN(S(=O)(=O)c3cccc4cccnc34)CC2)cc1` gave UTI89 phage lysis 0.1%.
c1ccc(-c2cn(C[C@H]3CC[C@@H]([C@@H]4CC[C@H](Cn5cc(-c6ccccn6)nn5)O4)O3)nn2)nc1 was read as UTI89 phage lysis 2.5%.
For CCOc1ccc(-c2noc(CCC(=O)NC3CCCCC3)n2)cc1OC the results were UTI89 phage lysis 0.4%.
For CCOC(=O)c1oc2cc(O)cc(O)c2c(=O)c1OCc1ccccc1 the results were UTI89 phage lysis -0.1%.
For COc1ccccc1C(=O)N/C(=C/c1ccc2c(c1)OCO2)C(=O)Nc1cccc(C(=O)O)c1 the results were UTI89 phage lysis 0.1%.
Nc1ccc(-c2cc3ccccc3oc2=O)cc1 was read as UTI89 phage lysis 1.3%.
COc1ccc(CCC(=O)NCc2ccc3c(c2)OCO3)cc1 was read as UTI89 phage lysis 0.4%.
Screening Cc1cc(C)nc(NS(=O)(=O)c2ccc(NC(=O)Cc3ccc(F)cc3)cc2)n1 returned UTI89 phage lysis 0.2%.
For Cc1ccc(C(C(=O)NCCc2ccccc2)N(C(=O)c2csnn2)C2CC2)cc1 (stereo not given) the results were UTI89 phage lysis 0.1%.
`CCOC(=O)C1CCCN(C(=O)c2cc(COc3ccc(C)nc3)on2)C1` (stereo not given) gave UTI89 phage lysis 0.0%.
`COc1ccc(-c2cc(C)no2)cc1S(=O)(=O)Nc1cccc(C)c1` gave UTI89 phage lysis -2.6%.
`CCCC[C@@H]1CCCO[C@@](C(=O)NCc2ccccn2)(C(F)(F)F)C1` gave UTI89 phage lysis -2.0%.
Screening Fc1ccc(OCCOCCN2CCCC2)cc1 returned UTI89 phage lysis 0.4%.
Screening CCOc1cc(S(=O)(=O)NCCCN2CCOCC2)ccc1F returned UTI89 phage lysis 0.0%.
CC(C)CN1C(=O)C(=O)N(CC(=O)c2ccc3c(c2)CCCC3)C1=O was read as UTI89 phage lysis 0.3%[50 µM].
Screening CCCc1cc(=O)oc2cc(C)cc(OC(C)C(=O)NCCCn3ccnc3)c12 (stereo not given) returned UTI89 phage lysis -0.2%.
For CCCCn1c(N)c(N(CC(C)C)C(=O)c2cc(-c3ccc(F)cc3)nc3ccccc23)c(=O)[nH]c1=O the results were UTI89 phage lysis 0.7%[50 µM].
`O=C(NCCC1=CCCCC1)C1CCN(S(=O)(=O)c2cccc(C(F)(F)F)c2)CC1` gave UTI89 phage lysis 0.3%[50 µM].
For Nc1ccc(S(=O)(=O)NC2(C(F)(F)F)NC(=O)N(c3ccccc3F)C2=O)cc1 (stereo not given) the results were UTI89 phage lysis 0.7%.
`Cc1c(C(=O)N(C)Cc2ccc(OC(F)F)cc2)oc2ccccc12` gave UTI89 phage lysis 0.3%.
Screening CCOC(CNC(=O)CN1C(=O)COc2ccc(S(=O)(=O)N3CCOCC3)cc21)OCC returned UTI89 phage lysis -0.3%.
`CC1CCCCC1NC(=O)COC(=O)COc1ccccc1F` (stereo not given) gave UTI89 phage lysis 1.6%.
`COc1ccc2oc(C(=O)NCC(c3ccco3)N(C)C)c(C)c2c1` (stereo not given) gave UTI89 phage lysis 0.7%[50 µM].
For CC(C)(C)c1ccc(OCCn2nc(C(=O)O)c3ccccc3c2=O)cc1 the results were UTI89 phage lysis 0.3%.
Cc1nnc(SCC(=O)Nc2sccc2C(N)=O)s1 was read as UTI89 phage lysis 1.0%[50 µM].
`COc1cc(SC)ccc1C(=O)N1CCCc2ccccc21` gave UTI89 phage lysis -0.1%.
For OC[C@H]1O[C@H](OC[C@H]2OC(O)[C@H](O)[C@@H](O)[C@@H]2O)[C@H](O)[C@@H](O)[C@@H]1O (stereo not given in full) the results were UTI89 phage lysis 2.7%.
For O=C(NC1=NCCS1)c1ccc(C(F)(F)F)cc1 the results were UTI89 phage lysis 0.2%.
For Cc1cc(C)c(S(=O)(=O)N2CCN(C(=O)C3CCCO3)CC2)c(C)c1 (stereo not given) the results were UTI89 phage lysis 0.9%[50 µM].
COc1ccc(-c2n[nH]c(=S)n2-c2ccc(C)cc2C)cc1 was read as UTI89 phage lysis 2.8%.
For O=S(=O)(Nc1cccc(-c2ccc(N3CCOCC3)nn2)c1)c1cc(Cl)ccc1Cl the results were UTI89 phage lysis 0.0%[50 µM].
Cc1nn2c(-c3ccc(F)cc3)ccnc2c1Br was read as UTI89 phage lysis 0.3%.
`CC(C)=N/N=C1/NC(=O)C(c2ccc(Cl)cc2)S1` (stereo not given) gave UTI89 phage lysis -1.4%.
`CCOc1ccc(-c2cc(C(=O)N/N=C/c3ccc(O)cc3)c3ccccc3n2)cc1` gave UTI89 phage lysis 1.0%.
Screening Cc1ccc(C(c2cc(Cl)c3cccnc3c2O)N2CCN(C)CC2)cc1 (stereo not given) returned UTI89 phage lysis 0.1%.
Screening COc1cccc2c1C(=O)c1c(O)c3c(c(O)c1C2=O)CC(O)(C(C)=O)CC3OC1CC(N(C)C)C(O)C(C)O1 (stereo not given) returned UTI89 phage lysis inactive.
Screening O=C(NC(Cc1ccccc1)C(=O)O)/C(=C\c1ccc(Cl)cc1)NC(=O)c1ccco1 (stereo not given) returned UTI89 phage lysis -0.1%.
Screening O=C(CN1C(=O)/C(=C/c2ccco2)SC1=S)Nc1ccc(C(=O)O)c(O)c1 returned UTI89 phage lysis 0.9%.
For COc1ccc(NC(=O)CN(C)C(=O)/C=C/c2ccc(OCc3ccccc3)cc2)cc1 the results were UTI89 phage lysis 0.3%.
`CC(=O)c1ccc(N2CCN(S(=O)(=O)c3ccc4c(c3)CC(C)N4C(=O)C3CC3)CC2)cc1` (stereo not given) gave UTI89 phage lysis 0.2%.
O=C(COC(=O)c1cccc(S(=O)(=O)N2CCOCC2)c1)Nc1ncc(Cl)cc1Cl was read as UTI89 phage lysis 0.5%[50 µM].
For COC(=O)C(N)Cc1ccc(Cl)cc1 (stereo not given) the results were UTI89 phage lysis -2.6%.
For O=C(NNC(=O)OCc1ccccc1)OCc1ccccc1 the results were UTI89 phage lysis 0.2%.
O=S(=O)(Nc1cc(S(=O)(=O)N2CCOCC2)ccc1Cl)c1ccccc1 was read as UTI89 phage lysis 0.7%[50 µM].
Screening COc1ccc(OC)c(-c2csc(NC(=O)COC(=O)C3CC3)n2)c1 returned UTI89 phage lysis 0.1%[50 µM].
Screening O=C(NCCC1CCCCN1S(=O)(=O)c1cccs1)C(=O)Nc1cccc(F)c1 (stereo not given) returned UTI89 phage lysis -1.9%.
For CC(CCc1ccccc1)NC(=O)CCNS(=O)(=O)c1ccccc1C(F)(F)F (stereo not given) the results were UTI89 phage lysis -0.5%[50 µM].
For Cc1cc(C(=O)CCC(=O)Nc2ncccc2C)c(C)s1 the results were UTI89 phage lysis 0.0%[50 µM].

13 compounds from above, sorted by heavy-atom count, rising:
For COC(=O)C(N)Cc1ccc(Cl)cc1 (stereo not given) the results were UTI89 phage lysis -2.6%.
Cc1nn2c(-c3ccc(F)cc3)ccnc2c1Br was read as UTI89 phage lysis 0.3%.
For Cc1cc(C(=O)CCC(=O)Nc2ncccc2C)c(C)s1 the results were UTI89 phage lysis 0.0%[50 µM].
For O=C(NNC(=O)OCc1ccccc1)OCc1ccccc1 the results were UTI89 phage lysis 0.2%.
Screening COc1ccc(OC)c(-c2csc(NC(=O)COC(=O)C3CC3)n2)c1 returned UTI89 phage lysis 0.1%[50 µM].
O=S(=O)(Nc1cc(S(=O)(=O)N2CCOCC2)ccc1Cl)c1ccccc1 was read as UTI89 phage lysis 0.7%[50 µM].
Screening O=C(CN1C(=O)/C(=C/c2ccco2)SC1=S)Nc1ccc(C(=O)O)c(O)c1 returned UTI89 phage lysis 0.9%.
Screening O=C(NCCC1CCCCN1S(=O)(=O)c1cccs1)C(=O)Nc1cccc(F)c1 (stereo not given) returned UTI89 phage lysis -1.9%.
O=C(COC(=O)c1cccc(S(=O)(=O)N2CCOCC2)c1)Nc1ncc(Cl)cc1Cl was read as UTI89 phage lysis 0.5%[50 µM].
`CCOc1ccc(-c2cc(C(=O)N/N=C/c3ccc(O)cc3)c3ccccc3n2)cc1` gave UTI89 phage lysis 1.0%.
For COc1ccc(NC(=O)CN(C)C(=O)/C=C/c2ccc(OCc3ccccc3)cc2)cc1 the results were UTI89 phage lysis 0.3%.
`CC(=O)c1ccc(N2CCN(S(=O)(=O)c3ccc4c(c3)CC(C)N4C(=O)C3CC3)CC2)cc1` (stereo not given) gave UTI89 phage lysis 0.2%.
Screening COc1cccc2c1C(=O)c1c(O)c3c(c(O)c1C2=O)CC(O)(C(C)=O)CC3OC1CC(N(C)C)C(O)C(C)O1 (stereo not given) returned UTI89 phage lysis inactive.
